TbREL1 primary = TbREL1 inhibition, primary screen. 0.49% of 89,000 active. TbREL1 RNA ligation, FRET fluorescence. AID 1117264. inhibition, % at 9.66 µM. P86926;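 active = inhibition above the mean inhibition across all screened compounds plus 3 SD, cut at about 11% in these data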;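 note: 0% = plate median of test wells and 100% = NSC42067 control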
Target sequence (P86926 whole entry, looked up): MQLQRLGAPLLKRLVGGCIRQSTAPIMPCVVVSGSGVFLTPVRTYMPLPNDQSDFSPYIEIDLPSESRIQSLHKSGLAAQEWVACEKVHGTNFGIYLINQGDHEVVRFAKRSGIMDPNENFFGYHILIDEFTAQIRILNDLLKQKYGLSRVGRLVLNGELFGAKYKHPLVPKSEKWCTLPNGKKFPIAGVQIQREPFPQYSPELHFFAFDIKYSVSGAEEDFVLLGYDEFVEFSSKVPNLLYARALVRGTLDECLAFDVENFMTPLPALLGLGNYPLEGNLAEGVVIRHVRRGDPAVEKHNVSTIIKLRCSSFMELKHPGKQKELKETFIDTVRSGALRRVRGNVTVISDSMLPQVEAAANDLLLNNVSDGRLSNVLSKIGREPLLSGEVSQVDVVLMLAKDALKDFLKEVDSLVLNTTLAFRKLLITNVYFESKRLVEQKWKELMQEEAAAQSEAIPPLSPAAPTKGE
Active calls of the source: *. The list is partial; the hit share may differ from the screen's.

SMILES | TbREL1 primary
Cc1cc(C(=O)OCn2nnc3ccccc3c2=O)c(C)n1-c1ccccc1 | -2.1
O=C(CCNC(=O)c1ccc([N+](=O)[O-])cc1)Nc1nccs1 | -2.3
CC(=O)Nc1ccc(-c2csc(NC=C3C(=O)OC(C)(C)OC3=O)n2)cc1 | 0.5
Cc1cccc(NS(=O)(=O)c2cccc(C(=O)N3CCN(c4ccccn4)CC3)c2)c1 | 2.5
O=C(CC(NC(=O)c1ccccc1Cl)c1ccccc1)Nc1ccc2c(c1)OCO2 (stereo not drawn) | 1.8
C[C@H](CO)N1C[C@H](C)[C@@H](CN(C)C(=O)Nc2ccc(C(F)(F)F)cc2)Oc2ccc(NS(=O)(=O)c3ccc(F)cc3)cc2C1=O | -0.7
COc1ccc(OC)c(/C=C/C(=O)OCC(=O)N2CCN(S(=O)(=O)c3ccc(C)cc3C)CC2)c1 | 6.3
COc1ccc(C(=O)CSc2nnc(C3CC3)n2N)cc1 | 0.3
CC(=O)N1[C@H](Cc2ccccc2)C=C[C@]1(C)C(=O)NCCc1c[nH]c2ccccc12 | 0.7
Cc1onc(-c2c(Cl)cccc2Cl)c1C(=O)NCCc1ccncc1 | 0.9
COc1ccccc1N1CCN(C(=O)CSc2nnc(NC(=O)C3CCC3)s2)CC1 | -0.4
COc1ccc(Nc2nc(N)nc(CSCCO)n2)cc1 | -2.5
Cc1ccsc1-c1nc(C(N)=O)c2[nH]c(=O)n(-c3ccc(Cl)cc3)c2n1 | 26.6*
NC(=O)CSc1nnc(Cn2c(=O)sc3ccccc32)n1-c1ccccc1 | 4.1
Cc1cc(OC(=O)CNC(=O)OC(C)(C)C)c2c(C)cc(=O)oc2c1 | -1.2
O=C(CCCN1C(=O)/C(=C/c2cccs2)SC1=S)Nc1ccc(O)cc1 | 0.2
Cc1c(Cl)c([N+](=O)[O-])nn1CC(=O)Nc1c(C)n(C)n(-c2ccccc2)c1=O | 2.4
COc1ccc(C(c2nnnn2Cc2ccccc2)N2CCN(C/C=C/c3ccccc3)CC2)cc1 (stereo not drawn) | -2.9
O=S1(=O)c2c(cccc2N2CCC[C@@H]2CO)OCCCN1C1CC1 | 1.5
Cc1ccc2[nH]c(=O)c(C(c3nnnn3CC3CCCO3)N3CCc4ccccc4C3)cc2c1 (stereo not drawn) | -1.0
Cc1[nH]n(-c2ccccc2)c(=O)c1/C=N/N1C(=O)c2ccc3c4c(ccc(c24)C1=O)CC3 | 1.7
Cn1cnnc1SCC(=O)Nc1ccccc1Sc1ccccc1 | 3.7
CN(C)c1ccc(C#Cc2ccc3cc(CCCO)oc(=O)c3c2)cc1 | -2.6
Cc1cc(N2CCNC[C@H]2C)ccc1N1CCS(=O)(=O)CC1 | -0.6
CCN(CC(=O)Nc1ccc2c(c1)OCCO2)C(=O)c1ccc(Cl)cc1Cl | -2.2

Next section.
SMILES | TbREL1 primary
Cc1nn(CC(=O)O)c(=O)c2ccccc12 | 3.0
CCc1ccc(/C(C)=N\Nc2ccc([N+](=O)[O-])cc2)cc1 | 9.3
O=C(OCC(=O)N(Cc1ccccc1)Cc1ccccc1)c1cccc(O)c1 | 1.6
CC1C(=O)N(c2ccc(S(=O)(=O)N(C)C)cc2)C1(/C=C/c1ccccc1)C(=O)NC1CCCC1 (stereo not drawn) | 1.4
CC1(C)CN=C(NC2CCCCC2)S1 | 1.6
O=C1CC(c2cccnc2)c2cc3c(cc2N1)OCCO3 (stereo not drawn) | 0.3
Cc1nnc(NC(=O)C(C)Sc2nnc(-c3ccco3)n2C)s1 (stereo not drawn) | 0.2
Cc1cccc(C(C#N)c2ccc(Cl)nn2)c1 (stereo not drawn) | 0.6
O=C(COC(=O)c1c2c(nc3ccccc13)CCCCC2)c1ccc(Cl)s1 | 3.0
Cc1cccc(C)c1NC(=O)C1CCCNC1 (stereo not drawn) | 1.5
CC(=O)NCCNC(=O)CNC(=O)c1ccc(Cl)cc1 | 0.1
COc1ccc(/C=N/c2oc(-c3ccccc3)cc2C#N)cc1 | -0.5
C[C@@H]1CN([C@H](C)CO)C(=O)CCCn2nncc2CO[C@@H]1CN(C)S(=O)(=O)c1cn(C)cn1 | -2.2
NS(=O)(=O)c1ccc(N2N=C(c3ccccc3)CC2c2ccccc2Br)cc1 (stereo not drawn) | 0.3
Cc1ccc(-c2nc3ccccc3c(=O)n2Cc2ccccc2)cc1 | -0.3
Cn1c(=O)c(=O)n(C)c2cc(S(=O)(=O)N3CCCCC3)ccc21 | 3.1
c1ccc(CN2CCC(N3CCN(Cc4ccc5c(c4)OCO5)CC3)CC2)cc1 | -1.6
CN(Cc1ccccc1)C(=O)c1ccc(NC(=O)Cc2ccc(NC(=O)C3CCN(C(=O)C4CCC4)CC3)cc2)cc1 | -3.7
NC1=NC2(CCCC2)N=C(Nc2ccccc2)N1 | 0.3
COc1cccc(N2CCN(c3ccc(N4C(=O)CCC4=O)cc3[N+](=O)[O-])CC2)c1 | -4.2
C[C@@H]1CC2=C(C(=O)OC(C)(C)O2)[C@H](c2ccc(Cl)cc2)O1 | -0.5
CCN1C(=O)/C(=C2/C=Cc3cc(C)ccc3N2CC)N(C)C1=S | -1.5
COc1ccc(NC(=O)Oc2cc(C)ccc2C(C)C)cc1 | -0.9
O=C(Cn1[nH]c(=O)c2ccccc2c1=O)NC1CCCCCC1 | -0.5
O=C(CSc1nnc(-c2cnccn2)n1Cc1ccco1)c1ccc(Cl)c(Cl)c1 | -1.0

(further entries)
SMILES | TbREL1 primary
O=C(CSc1nncs1)Nc1ccc2c(c1)OCCO2 | -2.0
Cc1cccc2cc(COC(=O)c3ccccn3)c(=O)[nH]c12 | 5.6
COC(=O)C1CCCN1C(=O)COc1ccc(Cl)cc1Br (stereo not drawn) | 4.2
CCOC(=O)C1CCN(Cc2cnc(Oc3ccc(N)cc3)s2)CC1 | -2.9
Clc1ccccc1CNCc1ccc2c(c1)OCO2 | 5.1
COc1ccc(S(=O)(=O)N(CC(=O)NCCC(C)C)c2ccccc2)cc1OC | -6.6
O=C(C=C1NCCN1)c1ccccc1 | -4.9
Cc1ccc(/C=C/C(=O)NCc2cccs2)o1 | -4.2
Cc1onc(C(=O)N2CCN(C(c3ccccc3)c3ccccc3)CC2)c1Br | 0.1
O=C(NCCc1ccc(F)cc1)c1cc2ccccn2n1 | 1.6
CC1CCC(C(C)C)C(OP(=O)(c2ccccc2)C(O)c2ccncc2)C1 (stereo not drawn) | -1.8
C=CCN1C(=O)c2ccccc2NC1c1cc(Br)cs1 (stereo not drawn) | -1.7
C=CCC[C@@H](Cc1ccc(F)cc1)C(=O)OC[C@H](Cc1c[nH]c2ccccc12)NC(=O)[C@@H](CC=C)CC(=O)N[C@@H](CO)Cc1ccccc1 | -2.4
COc1cc(NS(=O)(=O)c2ccc(NC(=O)c3ccc(F)cc3)cc2)ncn1 | 4.1
C[C@H]1CN([C@@H](C)CO)S(=O)(=O)c2ccc(Br)cc2O[C@H]1CN(C)Cc1ccccc1 | -2.5
COc1ccc(CNC(=O)CCSc2ccc(F)cc2)cc1OC | -2.1
CCOC(=O)/C=C/C(=O)OCc1csc(CC(=O)Nc2ccccc2C)n1 | -7.6
Cc1cccc(C(=O)NCCNC(=O)c2cccnc2)c1 | 0.8
CCSc1nnc(NC(=O)C(C)Sc2nc3ccccc3[nH]2)s1 (stereo not drawn) | -2.3
CCOc1ccccc1CN1CCNC(=O)C1CC(=O)NCCC1=CCCCC1 (stereo not drawn) | -0.6
COC(=O)c1cc(NC(=O)c2cccc(C(F)(F)F)c2)c(=O)oc1C | -0.9
O=C(CSc1nnc(NC(=O)c2ccco2)s1)Nc1ccc2c(c1)OCCO2 | 1.7
O=C(NS(=O)(=O)c1ccc2c(c1)OCCO2)c1ccccc1 | 3.1
C[C@H](CO)N1C[C@H](C)[C@@H](CN(C)S(=O)(=O)c2ccccc2)Oc2ccc(NS(=O)(=O)c3cccs3)cc2C1=O | -4.1
COc1ccc(CNC(=O)C2(C)Cc3c(-c4cccc(C(N)=O)c4)ccnc3O2)cc1OC (stereo not drawn) | -0.9

A draw from above in order of number of heavy atoms, high to low:
SMILES | TbREL1 primary
C=CCC[C@@H](Cc1ccc(F)cc1)C(=O)OC[C@H](Cc1c[nH]c2ccccc12)NC(=O)[C@@H](CC=C)CC(=O)N[C@@H](CO)Cc1ccccc1 | -2.4
C[C@H]1CN([C@@H](C)CO)S(=O)(=O)c2ccc(Br)cc2O[C@H]1CN(C)Cc1ccccc1 | -2.5
CC1CCC(C(C)C)C(OP(=O)(c2ccccc2)C(O)c2ccncc2)C1 (stereo not drawn) | -1.8
COc1ccc(CNC(=O)CCSc2ccc(F)cc2)cc1OC | -2.1
O=C(NS(=O)(=O)c1ccc2c(c1)OCCO2)c1ccccc1 | 3.1
O=C(NCCc1ccc(F)cc1)c1cc2ccccn2n1 | 1.6
O=C(C=C1NCCN1)c1ccccc1 | -4.9

Another view of some results above:
> COc1ccc(CNC(=O)CCSc2ccc(F)cc2)cc1OC
  TbREL1 primary: -2.1
> Cc1cccc2cc(COC(=O)c3ccccn3)c(=O)[nH]c12
  TbREL1 primary: 5.6

Next part
SMILES | TbREL1 primary
COc1cc([N+](=O)[O-])ccc1NC(=O)C[n+]1cccc(C)c1 | 10.3
Cc1ccc(C)c(CSc2nnc(-c3cccs3)n2Cc2ccco2)c1 | 3.8
O=C(CN1C(=O)NC2(CCc3ccccc32)C1=O)Nc1ccccc1OC(F)F (stereo not drawn) | -0.8
COc1cc(/C=N/NC(=O)COc2ccccc2[N+](=O)[O-])ccc1OC(=O)c1ccco1 | -3.2
COc1ccccc1-c1ccc2c(c1)C(C)(Cc1ccccc1C#N)C(=O)N2 (stereo not drawn) | -1.9
CCOC(=O)C1C2C=CC3(CN(c4cccc(Cl)c4)C(=O)C13)O2 (stereo not drawn) | -0.8
Cc1cc(=O)oc2ccc(OCC(=O)N(Cc3ccc(F)cc3)Cc3ccco3)cc12 | -1.3
COc1ccc(N2CCN(C3CCCN(Cc4ccccc4OCCO)C3)CC2)cc1 (stereo not drawn) | -7.4
COc1ccc(N(C(=O)c2ccco2)C(C(=O)NC2CCCC2)c2cccs2)cc1OC (stereo not drawn) | 1.7
Cc1ccc(NC(=O)c2ccc(S(=O)(=O)C(F)F)cc2)c(C)c1 | 0.0
O=S(=O)(c1ccc(-c2nnco2)cc1)N1CCCCC1 | 3.8
O=[N+]([O-])c1ccc(COc2ccc(CNc3ccccc3)cc2)cc1 | 0.8
CCOc1cccc(-c2nnc(SCC(=O)Nc3ccc4c(c3)OCO4)n2N)c1 | -0.6
O=C(COc1ncnc2c(Cl)cc(Cl)cc12)N1CCN(S(=O)(=O)c2ccccc2)CC1 | 1.4
Cc1ccc(-c2csc(N3CCN(CCCn4c(C(F)(F)F)nc5ccccc54)CC3)n2)cc1 | 3.2
CCn1c(Cc2ccc(OC)cc2)nnc1SCC(=O)Nc1cccc(C(=O)OC)c1 | 3.6
CCOC(=O)c1c(C)[nH]c(NC(=O)NNC(=O)c2ccccc2Cl)c1C | 4.6
O=C(OCc1cn(Cc2ccc(F)cc2)nn1)N1CCCC1 | 5.8
COc1ccc(CNC(=O)C2CCN(S(=O)(=O)c3cccc4nonc34)CC2)cc1 | 1.6
COC(=O)C(Cc1ccccc1)NC(=O)C(CC(C)C)NC(=O)OC(C)(C)C (stereo not drawn) | 0.7
Cc1[nH]c2c(C)cccc2c1CCNC(=O)C1CCCCC1C(=O)OCC(F)(F)F (stereo not drawn) | -0.6
CCOc1ccccc1OCC(=O)Nc1ccc(S(=O)(=O)Nc2nc(C)cc(C)n2)cc1 | -1.4
COc1ccc(/C=N\NC(=O)C2C(=O)NCC2c2ccccc2)cc1O (stereo not drawn) | 2.3
COCC(=O)N1CCC(c2nc3ccccc3[nH]2)CC1 | -0.2
Cc1cccc(S(=O)(=O)N2CCn3cccc3C2C)c1 (stereo not drawn) | 1.1

Following part.
SMILES | TbREL1 primary
COc1cccc(-c2nn(-c3ccccc3)cc2/C=C(\C#N)C(=O)NCCCn2ccnc2)c1 | 9.5
CC(C)C[C@@]12C(=O)N(c3cccc(Br)c3)C(=O)N1[C@H](c1ccc(Cl)cc1)[C@@H]1C(=O)N(C3CCCCC3)C(=O)[C@@H]12 | 0.5
CSc1ncccc1C(=O)Nc1ccc(C)cn1 | 0.6
O=S(=O)(Cc1ncc(C(F)(F)F)cc1Cl)c1ccccc1 | 0.8
CCOC(=O)C1=C(C)NC(=S)NC1c1ccc(OCC(=O)N2CCCCCC2)cc1 (stereo not drawn) | -9.1
c1ccc(Cn2ccc3ccc(-c4ccc5ccn(Cc6cccc(-c7ccsc7)c6)c5c4)cc32)cc1 | -1.9
O=C(NC1CC1)C1CC(=O)N(c2cccc(Cl)c2)C1 (stereo not drawn) | 1.4
CCOc1ccc(CC(=O)NCCS(=O)(=O)N2CCN(c3ccccc3)CC2)cc1 | -1.8
CCOC(=O)c1sc(NC(=O)c2ccc(Cl)s2)cc1C | 2.5
COc1cc(C#N)ccc1OCC(=O)Nc1cccc(S(=O)(=O)N2CCCC2)c1 | 0.8
COC(=O)c1cc2c(ccc3ccccc32)oc1=O | 1.3
O=C(CSc1nncs1)Nc1ccc2[nH]c(=O)[nH]c2c1 | -0.7
CC1(c2ccc(OC(F)F)cc2)NC(=O)N(CC(=O)N2c3ccccc3NC(=O)C2(C)C)C1=O (stereo not drawn) | -2.5
Cc1nnc(SCc2nnc(-c3cccs3)o2)n1C | -0.4
CCn1c(SCC(=O)Nc2cc(C)on2)nnc1-c1ccccc1 | 1.2
COCC(=O)N1CCCC(C(=O)c2ccc(Oc3ccccc3)cc2)C1 (stereo not drawn) | 1.0
COc1cccc(Cn2c(C3CC3)nc3ccc(NC(=O)c4ccco4)cc3c2=O)c1 | 5.6
CCOC(=O)C1=NN(c2ccccc2)C2(S1)SC(C(C)=O)=C(C)N2c1ccccc1 (stereo not drawn) | 2.0
CCOC(=O)[C@]12CCCC=C1N(Cc1ccc(OC)cc1)C(=O)[C@@H]2CC(=O)N1CCN(C(=O)C2CC2)CC1 | -4.2
O=C(NCCCc1ccccc1)OC1CC2CC1[C@H]1CCCCN1C2 (stereo partly drawn) | 3.2
COc1cccc(C2=NOC(C(=O)Nc3cc(C)on3)C2)c1 (stereo not drawn) | -1.2
CCOC(=O)c1c(NC(=O)/C=C/c2ccc3c(c2)OCO3)sc(C)c1CC | 2.2
CSc1ccccc1C(=O)OCC(=O)Nc1cccnc1Cl | -2.0
O=C(NNc1ncnc2c1cnn2-c1ccccc1)c1ccco1 | -1.5

High-throughput results: PubChem, The Scripps Research Institute Molecular Screening Center
